LMPTP block = LMPTP phosphatase inhibitors, primary screen, biochemical, fluorescence intensity, uHTS. recombinant LMPTP-A, OMFP fluorogenic substrate. inhibition, % at 20 µM. 0.22% of 360,000 active. AID 651560, 2012;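 active means compounds that cut the enzyme signal by at least half of the control window in the single-dose screen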;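 further: plate controls were DMSO wells with enzyme plus substrate for no effect and substrate without enzyme for full effect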
Target sequence (P24666 whole entry, looked up): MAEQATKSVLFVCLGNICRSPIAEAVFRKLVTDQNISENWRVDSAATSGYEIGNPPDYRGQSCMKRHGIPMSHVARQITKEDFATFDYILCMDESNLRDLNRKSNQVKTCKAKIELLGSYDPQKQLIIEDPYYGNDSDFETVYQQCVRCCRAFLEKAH
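Test system: LMPTP-A, protein tyrosine phosphatase of low molecular weight; Input: 0.625 nM enzyme; Incubation: 50 min dark incubation at room temperature; Signal: endpoint fluorescence intensity from OMFP dephosphorylation; Read-out basis: % inhibition versus control wells.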
NadD block = inhibitors of S. aureus NadD, primary screen, biochemical, colorimetric, uHTS. purified NadD enzyme, colorimetric absorbance read-out. AID 602399, 2012. 0.78% of 360,000 active. Nicotinate-nucleotide adenylyltransferase NadD (Staphylococcus aureus N315). inhibition, % at 20 µM; in the data active means inhibition above about 26%; further: some compounds past the cut are filed as inactive
Scp1 inh = Scp-1 phosphatase inhibitors, primary screen, biochemical, colorimetric, uHTS; 0.88% of 340,000 active; Carboxy-terminal domain RNA polymerase II polypeptide A small phosphatase 1 (Homo …; Recombinant Scp1, phosphopeptide, malachite green phosphate absorbance; inhibition, % at 20 µM;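 active means inhibition above about 50% at 20 µM, limit read from the data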;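 further: plate controls were DMSO wells with enzyme for no effect and wells lacking enzyme for full effect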
Target sequence (Q9GZU7 76-261 limits assumed): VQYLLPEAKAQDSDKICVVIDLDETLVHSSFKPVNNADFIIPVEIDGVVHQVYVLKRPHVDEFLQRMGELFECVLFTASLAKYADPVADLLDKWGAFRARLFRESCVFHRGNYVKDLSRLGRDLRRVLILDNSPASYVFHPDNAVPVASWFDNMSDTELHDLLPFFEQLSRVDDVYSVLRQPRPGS
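Assay system: SCP-1 catalytic fragment, aa 76-261 | Buffer or medium: Tris acetate buffer pH 5.5 with MgCl2 and Tween-20 | Compound: One concentration, 20 µM, with 1.0% DMSO | Also added: Phospho 17-mer peptide substrate | Signal: Absorbance at 630 nm | Incubation: 45 min enzyme reaction at room temperature | Measure: % inhibition of SCP-1 phosphate liberation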
STEP inh = STEP phosphatase inhibitors, primary screen, biochemical, fluorescence intensity, uHTS; Tyrosine-protein phosphatase non-receptor type 5 (Homo sapiens), P54829; inhibition, % at 20 µM; 0.25% of 360,000 active; AID 588621, 2011; recombinant STEP, OMFP fluorogenic substrate;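 active means inhibition at 20 µM, scaled per plate between control wells, above about 37%, limit read from the data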;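 further: 0% = DMSO with enzyme and substrate and 100% = substrate only without enzyme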
Target sequence (P54829 whole entry, looked up): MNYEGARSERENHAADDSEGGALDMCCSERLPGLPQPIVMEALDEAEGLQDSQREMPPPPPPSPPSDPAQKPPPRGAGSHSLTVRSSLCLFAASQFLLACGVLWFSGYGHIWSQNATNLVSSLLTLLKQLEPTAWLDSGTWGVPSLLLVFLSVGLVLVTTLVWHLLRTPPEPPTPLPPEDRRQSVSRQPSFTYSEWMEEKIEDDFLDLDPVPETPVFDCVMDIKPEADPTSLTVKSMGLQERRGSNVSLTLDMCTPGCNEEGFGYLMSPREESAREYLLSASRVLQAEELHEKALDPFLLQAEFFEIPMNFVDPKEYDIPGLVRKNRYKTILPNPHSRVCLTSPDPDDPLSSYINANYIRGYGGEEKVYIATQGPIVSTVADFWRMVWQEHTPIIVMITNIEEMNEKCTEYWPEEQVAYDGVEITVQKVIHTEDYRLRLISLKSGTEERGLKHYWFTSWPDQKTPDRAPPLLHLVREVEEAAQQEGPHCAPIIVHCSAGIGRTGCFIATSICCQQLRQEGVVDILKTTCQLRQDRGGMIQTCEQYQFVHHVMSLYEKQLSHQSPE
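medium = Bis-Tris buffer pH 6.0, 2.5 mM DTT, 0.005% Tween 20 | test system = STEP (striatal-enriched tyrosine phosphatase) enzyme, cell-free | measure = normalized % inhibition | compound dosing = 20 µM, 1% DMSO | also added = 25 µM OMFP | schedule = reaction 20 min, ambient temperature | measured by = fluorescence read at 480 nm ex / 540 nm em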
SUMO1 PPI mod = modulators of SUMO1 protein-protein interactions, primary screen, biochemical, uHTS. SUMO1 binding to a labelled peptide, TR-FRET, 1 h. inhibition, % at 20 µM. 0.33% of 360,000 active. AID 602429, 2012; in the data active means inhibition above about 37%
Target sequence (P63165 whole entry, looked up): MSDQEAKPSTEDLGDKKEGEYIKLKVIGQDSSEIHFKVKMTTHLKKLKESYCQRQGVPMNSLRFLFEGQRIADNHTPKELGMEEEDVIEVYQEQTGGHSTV
MsrA inhibitor = bovine MsrA enzyme inhibitors, primary screen, biochemical, absorbance, HTS; purified bovine MsrA, absorbance read-out; 0.75% of 360,000 active; Methionine sulfoxide reductase A (Bos taurus); inhibition, % at 15.5 µM; AID 651718, 2012; in the data active means inhibition above about 4.5%;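 further: 0% = vehicle wells with enzyme and 100% = reference inhibitor wells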
TbMetRS inhib = T. brucei MetRS inhibitors, primary screen, biochemical, luminescence. purified T. brucei MetRS, ATP depletion, Kinase-Glo luminescence. inhibition, % at 11.9 µM. methionyl-tRNA synthetase (Trypanosoma brucei brucei). AID 624268, 2012. 0.4% of 360,000 active;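 active means inhibition above a per-plate cutoff of the control wells' mean inhibition plus 3 SD, cut at about 5.5% in these data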;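 further: 0% = DMSO wells median and 100% = median of wells with control inhibitor compound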
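System: purified T. brucei MetRS enzyme / Detection: Kinase-Glo luciferase luminescence reporting remaining unconsumed ATP / Medium: HEPES buffer with MgCl2, KCl, DTT, spermine, BSA, pyrophosphatase / Replication: singlicate, one well per compound / Evaluation: percent inhibition relative to median high and low control wells / Schedule: 2 h aminoacylation at 25 °C after 15 min preincubation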
DNMT1 inh = human DNMT1 methyltransferase inhibitors, primary screen, biochemical, molecular beacon, fluorescence, HinP1I cleavage, uHTS; DNA (cytosine-5)-methyltransferase 1 (Homo sapiens), P26358; inhibition (reported as % activation of signal), % at 10 µM; 0.83% of 360,000 active; in the data active means inhibition above about 50%
Rpn11 block = Rpn11 (PSMD14) deubiquitinase inhibitors, primary screen, biochemical, fluorescence polarization, uHTS; AID 588493, 2011; human 26S proteasome, Ub4-pepOG fluorescence polarization; 20S core pre-blocked with epoxomicin; 0.59% of 360,000 active; 26S proteasome non-ATPase regulatory subunit 14 (Homo sapiens), O00487; calls only at 20 µM;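 active means inhibition at 20 µM, scaled to each plate's controls, above about 33%, limit read from the data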
CSN deneddyl inh = inhibitors of CSN-mediated cullin deneddylation, primary screen, biochemical, fluorescence polarization, uHTS; COP9 signalosome complex subunit 5 (Homo sapiens), Q92905; Purified CSN, SCF-Nedd8-OG deneddylation; inhibition, % at 12.5 µM; 0.38% of 360,000 active; AID 651999, 2013;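 active means pattern-corrected inhibition above about 35%, with an unprinted fluorescence ratio check between 0.5 and 1.5, limit read from the data, passing the limit was not always enough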;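 further: 0% = enzyme with substrate and 100% = substrate without enzyme; some results filed as inactive read as strong as hits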
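Material: purified human Csn5 enzyme expressed in HEK293T cells / Medium: Tris buffer pH 7.5, NaCl, DTT, Tween-20, trehalose, ovalbumin / Compound dosing: 12.5 µM single point / Schedule: 90 min incubation of compound, enzyme and substrate at room temperature / Signal: fluorescence polarization of the substrate / Control set: no-enzyme wells high, enzyme-with-substrate wells low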
* = called active by the depositor; i = inactive; · = no result given.

1. CC(C)(C)c1ccc(C(=O)Nc2cccc3ncccc23)cc1
2. Cc1ccc([N+](=O)[O-])cc1N=C(c1cccc([N+](=O)[O-])c1)N1CCOCC1
3. COc1ccc(-c2cc(-c3ccc(C)cc3)n[nH]2)c(O)c1
4. CC1CCCC(NC(=O)Cn2cc3c(n2)CCCCC3)C1C (configuration not stated)
5. Cc1cc(C)c(S(=O)(=O)N2CCCOC2CNC(=O)C(=O)NCCc2c[nH]c3ccccc23)c(C)c1 (configuration not stated)
6. O=C(CCS(=O)(=O)c1ccc(Cl)cc1)NC1CCCC1
7. CSCc1ccc(C(=O)N2CCC(N3CCC(C(=O)NC(C)C)CC3)CC2)o1
8. COc1ccc(-c2nc(N)n(C(=O)c3ccco3)n2)cc1
entry no. | 1 | 2 | 3 | 4 | 5 | 6 | 7 | 8
LMPTP block | 3.0 | -0.5 | 4.1 | 0.1 | 2.0 | -0.3 | -0.9 | -0.2
NadD block | 3 | -4 | -6 | 4 | 0 | -2 | 7 | -4
Scp1 inh | -7 | 10 | -4 | -8 | -15 | -8 | -2 | -2
STEP inh | 0 | 3 | 2 | 0 | -1 | -2 | -2 | 1
SUMO1 PPI mod | -11 | -12 | 7 | 4 | 1 | 4 | -7 | 6
MsrA inhibitor | -1.3 | 2.3 | 0.4 | -0.6 | 0.5 | -0.5 | 1.1 | -0.4
TbMetRS inhib | -0.6 | 0.2 | -0.9 | -1.6 | 0.0 | -0.1 | 0.0 | -0.5
DNMT1 inh | 2 | -2 | -10 | 3 | -12 | 4 | -1 | 3
Rpn11 block | i | i | i | i | i | i | i | i
CSN deneddyl inh | -28 | -3 | 0 | 5 | 1 | 1 | -1 | -7

9. CN1CCN(NC(=O)/C=C/c2ccc(Br)cc2)CC1
10. O=S(=O)(c1cc(Cl)ccc1Br)N1CCOCC1
11. COCCCC1CCN(Cc2nc(Cc3ccccc3Cl)no2)CC1
12. COc1ccc(-c2nnn(CC(=O)c3c[nH]c4ccccc34)n2)cc1OC
13. CN(C)N1C(=O)CC(C)(c2ccc([N+](=O)[O-])cc2)C1=O (configuration not stated)
14. CCC/C=N/Nc1nc2ccccc2s1
15. Cc1ccc(-c2nnc(Sc3nc4ccccc4o3)c3ccccc23)cc1
16. CSCCC(C(=O)NCc1ccccc1)n1c(C2CCN(C(C)=O)CC2)nc2ccccc21 (configuration not stated)
entry no. | 9 | 10 | 11 | 12 | 13 | 14 | 15 | 16
LMPTP block | -0.3 | -0.5 | -1.2 | 2.2 | -0.8 | -0.1 | 2.6 | -1.2
NadD block | 1 | 0 | -2 | -2 | 4 | -9 | 9 | ·
Scp1 inh | 1 | 0 | -8 | -12 | 3 | -7 | 2 | ·
STEP inh | 3 | -2 | 3 | -3 | -2 | -1 | 3 | ·
SUMO1 PPI mod | -12 | -8 | 6 | 19 | -15 | 2 | -10 | 2
MsrA inhibitor | -0.8 | 0.4 | 0.4 | -0.1 | -0.2 | 0.9 | 0.0 | 0.2
TbMetRS inhib | -0.3 | -0.3 | -0.5 | 0.5 | -0.4 | 0.1 | -0.4 | 0.2
DNMT1 inh | 0 | -1 | 0 | -7 | -2 | -3 | 18 | ·
Rpn11 block | i | i | i | i | i | i | i | ·
CSN deneddyl inh | 2 | 7 | 1 | 7 | -2 | -1 | -2 | -5

17. N#Cc1ccc(N2Cc3ccccc3C2=NC(=O)c2cccs2)cc1
18. COc1cccc(/C=N/NC(=O)C(=O)N2CCCC2)c1OC
19. CCOc1cc2[nH]c(=S)n(C(C)C)c(=O)c2cc1OCC
20. Cc1ccc2nsnc2c1S(=O)(=O)Nc1ccccc1C(=O)O
21. COCCN1C(=O)c2ccccc2C(C(=O)NCC2CCCO2)C1c1c[nH]c2ccccc12 (configuration not stated)
22. O=C(CSc1nnc(C2CC2)n1CC1CCCO1)Nc1cccc(Cl)c1 (configuration not stated)
23. COc1ccc(CC(=O)NCC2CCCN(Cc3ccc(OC(F)(F)F)cc3)C2)cc1 (configuration not stated)
24. O=C(NCC1CCN(Cc2ccccc2F)CC1)Nc1ccccc1F
entry no. | 17 | 18 | 19 | 20 | 21 | 22 | 23 | 24
LMPTP block | -0.8 | 0.0 | -0.3 | -1.6 | 0.4 | -0.7 | 0.5 | -0.9
NadD block | -3 | -7 | -1 | -5 | 5 | -5 | -8 | -3
Scp1 inh | -8 | 1 | -21 | -7 | 15 | -5 | -5 | -7
STEP inh | -3 | -11 | 5 | 4 | -2 | -3 | -4 | 4
SUMO1 PPI mod | -2 | 2 | 1 | -13 | 0 | -2 | 6 | 5
MsrA inhibitor | 1.3 | 0.5 | 1.2 | 1.3 | -0.9 | 0.8 | 0.1 | 0.1
TbMetRS inhib | -0.7 | -0.9 | -0.3 | 0.1 | -0.6 | 0.0 | -0.2 | -0.2
DNMT1 inh | -1 | 3 | -5 | 0 | -2 | 1 | 0 | -3
Rpn11 block | i | i | i | i | i | i | i | i
CSN deneddyl inh | 0 | 2 | -5 | -5 | -2 | -4 | 3 | -2

Quoted at random: two compounds from above
17. N#Cc1ccc(N2Cc3ccccc3C2=NC(=O)c2cccs2)cc1
22. O=C(CSc1nnc(C2CC2)n1CC1CCCO1)Nc1cccc(Cl)c1 (configuration not stated)
entry no. | 17 | 22
LMPTP block | -0.8 | -0.7
NadD block | -3 | -5
Scp1 inh | -8 | -5
STEP inh | -3 | -3
SUMO1 PPI mod | -2 | -2
MsrA inhibitor | 1.3 | 0.8
TbMetRS inhib | -0.7 | 0.0
DNMT1 inh | -1 | 1
Rpn11 block | i | i
CSN deneddyl inh | 0 | -4

Carrying on:
25. CC(C)c1ccc(OCC(=O)NC2CC(C)(C)NC(C)(C)C2)c(Br)c1
26. Cc1ccc(NC(=O)c2cccc(S(=O)(=O)N3CCCC3)c2)nc1
27. Cc1cc(C(=O)Nc2cc(C)n(Cc3ccc(Cl)cc3)n2)no1
28. Cn1cnnc1SCC(=O)c1ccco1
29. COc1cc(C(=O)Oc2cccc(C=O)c2)cc(OC)c1OC
30. COC(=O)c1[nH]nc2c1C(=O)N(C1CCCCC1)C2=O
31. CC1CC(C)CN(CCCNC(=O)COc2cc(=O)n(C)c3ccccc23)C1 (configuration not stated)
32. COc1ccc(/C=N/N=C2/NC(=O)C(c3ccccc3)S2)c(OC)c1 (configuration not stated)
entry no. | 25 | 26 | 27 | 28 | 29 | 30 | 31 | 32
LMPTP block | -0.9 | -0.5 | 0.5 | -1.1 | 0.7 | -2.0 | -0.3 | 1.5
NadD block | -12 | 4 | -3 | 2 | -2 | 3 | -2 | 4
Scp1 inh | -8 | -5 | -3 | -1 | -3 | -7 | -6 | -4
STEP inh | 11 | 0 | 3 | 0 | 2 | -5 | 1 | 1
SUMO1 PPI mod | -6 | 1 | 6 | -5 | 1 | -1 | 1 | -1
MsrA inhibitor | -0.6 | -1.8 | -0.8 | -0.5 | 1.8 | 0.7 | 0.5 | 2.4
TbMetRS inhib | -0.5 | -0.4 | -0.4 | -0.8 | -0.1 | -0.1 | -0.6 | -0.5
DNMT1 inh | 3 | 2 | -2 | 2 | 0 | 0 | 6 | -1
Rpn11 block | i | i | i | i | i | i | i | i
CSN deneddyl inh | 2 | 2 | 1 | 1 | -1 | -8 | -1 | 2

33. Cc1cc(C)c(C)c(S(=O)(=O)N2CCN(c3ncnc4ccccc34)CC2)c1C
34. C=CCn1c(SCc2ccc(C(=O)NCCO)cc2)nc2ccccc2c1=O
35. CCCN1C(=O)/C(=C/c2ccc(C)o2)SC1=Nc1ccc(OC)cc1
36. CO/N=C/c1c(-c2ccc(Cl)cc2)nc2cc(C)ccn12
37. COCCOC(=O)/C(C#N)=C/c1cn(Cc2ccccc2)nc1-c1cccnc1
38. O=C(NC(=S)Nc1cccnc1)c1cccc(Br)c1
39. CCOC(=O)C1(Cc2ccc(OC)cc2)CCN(C(=O)CN2CCCCC2=O)CC1
40. O=C(O)C1CCCCC1C(=O)Nc1ccc2c(c1)OCCO2 (configuration not stated)
41. Cc1cc(NC(=O)CSCC(=O)Nc2nc3ccccc3[nH]2)no1
42. COC(=O)c1ccc(-c2nc(CN3CCN(Cc4cccc(C)c4)CC3)c(C)o2)cc1
entry no. | 33 | 34 | 35 | 36 | 37 | 38 | 39 | 40 | 41 | 42
LMPTP block | 8.7 | 1.7 | 1.9 | 2.0 | -0.4 | 2.7 | 1.1 | -0.8 | -0.5 | 0.2
NadD block | 4 | 4 | 12 | -1 | -2 | -3 | 1 | 2 | -2 | -9
Scp1 inh | 5 | -5 | -6 | 3 | -3 | -1 | -3 | -11 | -4 | -9
STEP inh | 6 | 0 | 0 | 1 | -2 | 5 | -2 | 0 | 5 | -3
SUMO1 PPI mod | 7 | 0 | -5 | -13 | -25 | 1 | 0 | -5 | 11 | -4
MsrA inhibitor | 1.6 | 1.4 | 0.5 | -0.4 | 3.2 | -0.7 | 1.6 | 3.8 | -0.6 | -0.4
TbMetRS inhib | -0.2 | -0.2 | -0.8 | 0.3 | 0.7 | 1.0 | -1.1 | -0.7 | -0.3 | -0.3
DNMT1 inh | 75* | 2 | -2 | 1 | 1 | -1 | 3 | -3 | -2 | -1
Rpn11 block | i | i | i | i | i | i | i | i | i | i
CSN deneddyl inh | 3 | 5 | 8 | 8 | -4 | -6 | -2 | 1 | 3 | 2

Single values from the results shown.
CCOC(=O)C1(Cc2ccc(OC)cc2)CCN(C(=O)CN2CCCCC2=O)CC1 in DNMT1 inh is listed with 3
COCCOC(=O)/C(C#N)=C/c1cn(Cc2ccccc2)nc1-c1cccnc1 in NadD block is listed with -2
CCCN1C(=O)/C(=C/c2ccc(C)o2)SC1=Nc1ccc(OC)cc1 in TbMetRS inhib is listed with -0.8

Screening results: PubChem, several laboratories
